# Source: PubChem BioAssay (several laboratories)
# TWEAK-Fn14 inh = TWEAK-Fn14 signaling inhibition | TWEAK-stimulated Fn14 reporter cells, luciferase luminescence, 8 h | AID 1159606 | actives 2% (n = 360,000) | inhibition, % at 10 µM; in the data active = inhibition above about 50%
# NR2F2 inh = blocks human COUP-TFII nuclear receptor. actives 0.7% (n = 370,000). P24468. inhibition, % at 8.6 µM. HEK293T NGFI-A luciferase reporter, luminescence. AID 686940;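 active = inhibition above a per-plate cutoff, mean inhibition of test wells between control levels plus 3 SD, cut at about 38% in these data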;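 note: cells cotransfected with COUP-TFII expression vector driving the NGFI-A reporter; 0% = median of COUP-TF2 test wells and 100% = reporter-only cells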
# Target sequence (P24468 whole entry, looked up): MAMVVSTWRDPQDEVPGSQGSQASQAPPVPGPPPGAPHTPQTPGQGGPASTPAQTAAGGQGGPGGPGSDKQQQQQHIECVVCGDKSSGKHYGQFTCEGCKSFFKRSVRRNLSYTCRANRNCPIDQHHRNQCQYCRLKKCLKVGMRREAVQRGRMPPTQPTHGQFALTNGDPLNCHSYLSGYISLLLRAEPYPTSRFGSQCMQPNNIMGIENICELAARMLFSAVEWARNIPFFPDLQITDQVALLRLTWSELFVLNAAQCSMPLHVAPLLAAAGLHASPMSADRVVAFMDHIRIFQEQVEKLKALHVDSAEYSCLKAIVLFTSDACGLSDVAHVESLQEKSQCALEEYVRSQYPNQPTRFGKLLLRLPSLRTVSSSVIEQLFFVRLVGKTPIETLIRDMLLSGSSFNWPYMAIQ
# KKLEB cytotox = CF airway cell cytotoxicity counter-screen | KKLEB CF airway cells viability, ATPlite luminescence, overnight; stronger effect = lower value; cells stimulated with P. aeruginosa culture filtrate | activity change (cytotoxicity), % at 5 µM | actives 0.36% (n = 360,000);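 active = corrected activity change at or below -50% at 5 µM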
# LRH-1 inv ag = inverse agonists of human LRH-1 (NR5A2); HEK293T StAR-luciferase reporter, LRH-1 transfected, 24 h; inhibition, % at 3.6 µM; actives 0.13% (n = 360,000);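 active = inhibition above the mean inhibition of all tested compounds plus 3 SD, cut at about 73% in these data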;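 note: 0% = DMSO wells and 100% = reporter-only cells lacking LRH-1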
# Target sequence (O00482 whole entry, looked up): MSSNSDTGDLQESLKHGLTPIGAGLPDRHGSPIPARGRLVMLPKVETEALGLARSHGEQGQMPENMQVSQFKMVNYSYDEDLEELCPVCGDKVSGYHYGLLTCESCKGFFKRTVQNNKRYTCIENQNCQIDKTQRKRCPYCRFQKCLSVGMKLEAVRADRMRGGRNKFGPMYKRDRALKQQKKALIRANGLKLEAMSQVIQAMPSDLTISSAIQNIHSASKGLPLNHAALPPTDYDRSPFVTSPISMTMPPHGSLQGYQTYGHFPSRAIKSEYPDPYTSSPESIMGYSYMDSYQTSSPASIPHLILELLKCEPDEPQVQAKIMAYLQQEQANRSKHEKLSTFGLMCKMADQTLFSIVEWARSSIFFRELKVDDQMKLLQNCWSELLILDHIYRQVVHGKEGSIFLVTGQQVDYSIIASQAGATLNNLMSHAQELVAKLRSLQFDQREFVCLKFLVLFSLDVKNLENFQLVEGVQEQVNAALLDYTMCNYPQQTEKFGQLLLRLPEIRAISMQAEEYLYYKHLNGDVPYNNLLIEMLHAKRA
# SRC3 inh = inhibitors of human steroid receptor coactivator 3 (SRC3); HEK293 GAL4-SRC3 luciferase reporter, luminescence; inhibition, % at 3.6 µM; actives 0.17% (n = 360,000);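 active = inhibition above a per-campaign cutoff, the mean of all compounds plus 3 SD, cut at about 60% in these data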;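 note: 0% = DMSO-treated cells and 100% = gossypol-treated cells at 36 µM; higher means less SRC3-driven luciferase light from the GAL4 reporter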
# CF NFkB inh = blocks PAF-induced NF-kB reporter in cystic fibrosis cells; KKLEB NF-kB-GFP reporter, GFP fluorescence overnight; inhibition, % at 5 µM; actives 0.86% (n = 360,000);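 active = at least 50% inhibition at 5 µM, scaled per plate between neutral and stimulator controls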;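 note: PAF is a Pseudomonas aeruginosa culture filtrate used as stimulus; plate controls were PAF-stimulated DMSO wells for no effect and unstimulated DMSO wells for full effect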
# TROY signal inh = inhibitors of TROY-dependent NF-kB signaling. actives 0.98% (n = 360,000). Q293 LMP1-TROYcd NF-kB luciferase reporter, 4 h. AID 1347056. inhibition, % at 10 µM;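 active = compounds whose plate-normalised and pattern-corrected inhibition of the luciferase reporter signal at the single screening dose is 50% or more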
# SRC1 inh = inhibitors of human steroid receptor coactivator 1 (SRC1); HEK293 GAL4-SRC1 luciferase reporter, luminescence; inhibition, % at 3.6 µM; actives 0.12% (n = 360,000); AID 588354;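 active = inhibition above the campaign mean plus 3 SD, with each screening campaign given its own cutoff, cut at about 60% in these data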;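 note: 0% = DMSO treated cells and 100% = gossypol at 36 µM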
# Shn3 inh set2 = reduces Shn3 3'UTR luciferase signal in osteoblasts. AID 588674. actives 0.52% (n = 360,000). Clone20 osteoblast Shn3 3'UTR firefly luciferase, 24 h. inhibition, % at 12.5 µM;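 active = mean inhibition of at least 75% with every replicate also reaching 75%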;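 note: 0% = median of neutral control wells and 100% = pilot-screen positive control compound; some compounds past the cut are filed as inactive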
# C8 TRAIL sens = sensitizes caspase-8 expressing cells to TRAIL; actives 1% (n = 360,000); inhibition (viability loss, TRAIL sensitization), % at 10 µM; NB7+C8 cells + TRAIL, ATPlite viability luminescence;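 active = compounds causing at least 50% loss of cell viability in the single-dose screen, relative to plate controls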
# LMP1 NFkB inh = reduces LMP1-driven NF-kappaB luciferase signal. actives 0.69% (n = 350,000). AID 504558. LMP1-induced NF-kappaB luciferase reporter cells, luminescence. inhibition, % at 12.5 µM; in the data active = inhibition above about 41%;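 note: 0% = neutral control wells and 100% = reference inhibitor control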
# * marks the source's active call; other numbers are inactive results; . = not tested or not shown. An excerpt (hit frequency here may not be typical).
SMILES,TWEAK-Fn14 inh,NR2F2 inh,KKLEB cytotox,LRH-1 inv ag,SRC3 inh,CF NFkB inh,TROY signal inh,SRC1 inh,Shn3 inh set2,C8 TRAIL sens,LMP1 NFkB inh
O=C1NC2CCCCC2C(=O)N1OS(=O)(=O)c1ccccc1 (stereo not given),2,1,-18,-4,0,12,3,1,29,13,0
CC1=CS(=O)(=O)CC1Sc1nc2ccccc2[nH]1 (stereo not given),3,-2,1,5,-1,-2,3,-20,9,-5,-7
Cc1ccc(S(=O)(=O)N(C)C)cc1-n1c(SCC(=O)Nc2ccc(F)cc2)nc2ccccc2c1=O,-1,2,-16,23,13,8,1,4,10,24,6
CCCC(=O)Nc1sc(-c2ccccc2)c(-c2ccccc2)c1C(=O)O,-4,7,-1,-6,8,-6,12,5,8,-9,1
N#Cc1c(N)nc2c(c1-c1ccc3c(c1)OCO3)CCCCCC2,12,0,-5,-17,-1,3,-2,-3,3,-3,9
O=S(=O)(N/N=C1/CCCc2ccccc21)c1ccc(Br)cc1,-32,3,4,-3,4,9,18,5,6,-7,-6
NC(=O)c1csc(CCNC(=O)c2ccccc2)n1,0,4,1,9,-9,-4,-4,-8,0,7,6
O=c1c2ccccc2nnn1Cc1ccc(Br)cc1,-17,-1,2,7,-17,-2,-27,-23,-5,-26,-2
CCOC(=O)Cn1c(=NC(=O)c2nc3ccccc3s2)sc2cc(S(N)(=O)=O)ccc21,-5,13,-16,17,1,25,12,-6,46,21,-11
O=C(NCC1CCS(=O)(=O)C1)Oc1ccccc1 (stereo not given),-17,4,-2,5,-7,3,3,-49,-1,9,8
CCc1ccccc1NC(=O)c1cc(-c2ccc(F)cc2)on1,-36,22,-1,-12,-2,-14,-10,-7,-31,14,-3
O=C(O)c1ccc(C(=O)c2cc([N+](=O)[O-])cc([N+](=O)[O-])c2)cc1,-1,-11,12,10,-23,-9,-4,0,-7,-20,-11
CCOC(=O)c1ccc(Oc2ccc(C(F)(F)F)cn2)cc1,-1,-8,6,2,1,-12,-33,-7,-28,-8,-1
Cc1cccc(C)c1C(O)c1ncc(-c2ccccc2Cl)[nH]1 (stereo not given),11,15,2,3,-13,19,8,5,3,-16,.
O=C(Oc1ccc(-c2ccccc2)cc1)C1C2CCCCC21 (stereo not given),-28,15,11,15,8,-4,-99,2,-16,-5,0
CN(CCc1ccccc1)C1CCCN(S(=O)(=O)N(C)C)C1 (stereo not given),18,2,4,3,3,-23,6,8,3,15,3
O=S1CCCSC1c1cccnc1 (stereo not given),-4,-24,3,-25,6,13,-13,-31,-9,-6,-6
CCSc1nc2nccnc2c(=O)[nH]1,0,7,-11,3,4,22,-11,6,-4,-10,-4
CCCCN(C(=O)NC(=O)Nc1cccc(C)c1C)S(C)(=O)=O,2,12,-4,-4,0,21,-6,-2,6,-5,-4
COc1cccc(C=NN2CCCCCC2)c1OC,-33,-6,20,1,-63,-24,-48,-65,38,-6,-13
Cc1ccc(C(C(=O)NC2CCCCC2)N2CCN(C(=O)c3ccco3)CC2)cc1 (stereo not given),-7,1,3,1,5,-7,-25,12,-9,-2,-6
CCc1[nH]nc(C(=O)N2CCCC(Nc3ccc(C(C)C)cc3)C2)c1C (stereo not given),-4,11,6,6,5,-4,-1,-12,3,-1,3
Cc1ccc(-n2c(C)cc(C(=O)CN3CCOCC3)c2C)cc1C,5,1,8,-3,-6,3,-10,-6,-13,-9,-5
COc1ccc(-c2cc(C(F)F)n3ncc(C(=O)Nc4cc(C)on4)c3n2)cc1,-27,3,-12,-4,-10,-20,-1,-5,1,15,7
CC(C)(C)N/N=C1\CC(c2ccccc2)Oc2ccccc21 (stereo not given),-3,-10,-2,0,13,22,-9,-21,5,15,3
N#C/C(=C\c1ccc([N+](=O)[O-])cc1)c1ccccn1,-30,-10,-13,-16,-14,10,-76,-49,-2,11,-21
Cn1c(CCC(=O)Nc2ccccc2F)nnc1SCC(=O)Nc1ccccc1Cl,10,-17,12,7,8,0,4,4,9,0,-1
Cc1cccc(NC(=O)CSc2nnnn2-c2cccnc2)c1,-6,4,8,19,21,-6,-6,18,2,4,-13
O=C(NCc1ccccn1)c1ccccc1OCc1ccc(F)cc1,7,2,-10,-15,30,13,-5,14,-9,-5,-4
O=C(OCC(=O)c1c[nH]c2ccccc12)c1cccc([N+](=O)[O-])c1,-8,-25,-31,5,-21,-46,-50,-9,-32,-14,-18
CCOc1ccc(/C(CCC(=O)O)=N/NC(=S)NCCc2ccccc2)cc1,-20,-15,9,5,19,25,-49,5,3,-6,1
CCC1(C)CC(C#N)(C#N)C(=O)NC1=O (stereo not given),-9,-1,-1,1,-1,11,-2,-111,-11,4,.
O=C(CCc1nnc(CCCCc2ccccc2)o1)N(CCO)Cc1ccccc1,-3,-1,11,1,-1,-3,-6,-1,-2,-4,-1
CCCCN(Cc1ccccc1)C1CCN(Cc2ccccc2)CC1,-21,-8,-1,15,-8,2,-15,18,15,35,2
CNC(=O)c1csc(Cc2c(Cl)sc3ccc(Cl)cc23)n1,-9,5,-9,12,23,-2,-1,5,6,-21,55*
Cc1nn2c(NCCN3CCOCC3)c3c(nc2c1-c1ccccc1)CCCC3,-15,0,4,9,9,2,13,-7,-16,1,0
Cc1cccc2c(C(=O)n3cccn3)cc(-c3ccccc3Cl)nc12,5,-1,-1,11,26,-3,17,-38,-20,-2,4
CC(C)C(C(=O)NCc1ccco1)N(Cc1ccco1)C(=O)CNS(=O)(=O)c1ccccc1 (stereo not given),17,-15,4,12,-2,6,7,-17,5,-9,3
Cc1ccc(CC2CC(=O)N(c3nc(C)cc(C)n3)C2=O)cc1 (stereo not given),-1,1,-10,9,9,12,-3,13,-15,-2,-1
COC(=O)c1ccc(CN2CCCC(CO)(Cc3ccccc3F)C2)cc1 (stereo not given),-7,-8,-4,-22,-4,11,2,-6,-15,7,2
CC1=C(C(=O)OCc2ccccc2)C(c2ccc3c(c2)OCO3)NC(=O)N1CCCC(=O)O (stereo not given),-1,-11,7,10,8,-3,-7,6,0,-29,0
CCOc1ccccc1NC(=O)Nc1ccc2c(c1)CCC2,-27,-14,-4,-3,-29,4,-56,-45,-57,8,-14
Cc1ccsc1/C=N/NC(=O)C(N)=O,-22,-13,12,-4,-3,-9,-37,-26,-3,2,-5
CCN(CC)S(=O)(=O)c1cccc(C(=O)Nc2ccc(S(=O)(=O)NC3=NCCCCC3)cc2)c1,2,20,-12,2,19,5,-5,-4,34,9,10
CSc1nc2ccc(NC(=O)c3ccc(=O)[nH]c3)cc2s1,15,-9,0,14,4,-9,-3,-20,19,2,-15
CCS(=O)(=O)Nc1cccc(C(=O)CC2(O)C(=O)Nc3ccccc32)c1 (stereo not given),2,9,-2,-12,-3,8,-7,-3,-10,8,-1
CC1=C(C(=O)Nc2ccccc2)C(c2ccc(C(C)C)cc2)N2C(=O)CSC2=N1 (stereo not given),2,13,15,-15,13,4,-1,6,-22,15,-13
O=C(/C=C/c1ccccc1)N/C(=C/c1ccccc1)C(=O)NCCO,-11,0,4,1,21,14,-12,-27,-8,-13,-9
CCC(NC(=O)COC(=O)C1CC2CCCC(C1)C2=O)c1ccc(Br)cc1 (stereo not given),-11,-12,9,4,-2,8,-14,-13,-11,-8,-14
CC(C)COC(=O)c1ccc(NC(=O)C2C3C=CC(C3)C2C(=O)O)cc1 (stereo not given),-12,-39,-4,-40,-57,-1,24,-75,-94,-3,-30
COc1ccc(C(=O)C2CC2c2ccc3c(c2)OCO3)cc1 (stereo not given),-11,-24,-8,-4,16,12,-14,5,0,-11,-2
CCC(C)[C@H]1COCCS(=O)(=O)N1Cc1ccccc1 (stereo not given in full),7,-2,-16,0,6,30,2,-10,9,-1,4
C#CCOCCOCCOCCNc1nc(N2CCN(C(=O)Cn3cc(CCCN=C(N)N)nn3)CC2)nc(N2CCN(C(=O)[C@H]([C@@H](C)CC)n3cc(CCC(=O)O)nn3)CC2)n1,12,-4,23,5,-1,-9,-4,-4,2,-20,1
CCc1c(C)c(C#N)c2[nH]c3ccccc3n2c1=S,7,9,-45,3,18,44,-19,15,34,19,20
Fc1ccc(Cn2c(SCc3ccc(F)c(F)c3)nnc2C(F)(F)F)cc1,-14,10,-6,-12,-23,4,-21,13,0,14,-4
Cc1cccc(C(=O)N(CC(=O)Nc2sc(C)c(C)c2C(N)=O)C2CCCC2)c1,31,13,-18,23,9,-1,20,8,6,7,-1
COCCNC(C(=O)Nc1cc(Cl)cc(Cl)c1)c1ccccc1 (stereo not given),-18,6,-4,14,9,11,-20,1,2,-5,3
CCOC(=O)CSC1=NC(=O)/C(=C\c2ccc(Cl)cc2)S1,-16,-33,-4,-68,-24,9,-23,-42,20,7,-11
CCOc1ccc(Cn2ccnc2CCl)cc1[N+](=O)[O-],3,19,7,-3,-3,2,11,-1,-3,5,7
CCc1noc(C)c1C(=O)NNC(=O)COc1ccccc1C,-2,12,6,25,17,-1,3,-1,-4,7,0

# Individual results from the list.
# Entry for CC1=C(C(=O)Nc2ccccc2)C(c2ccc(C(C)C)cc2)N2C(=O)CSC2=N1 (stereo not given) under KKLEB cytotox: 15
# Entry for Fc1ccc(Cn2c(SCc3ccc(F)c(F)c3)nnc2C(F)(F)F)cc1 under SRC3 inh: -23

# Following part:
SMILES,TWEAK-Fn14 inh,NR2F2 inh,KKLEB cytotox,LRH-1 inv ag,SRC3 inh,CF NFkB inh,TROY signal inh,SRC1 inh,Shn3 inh set2,C8 TRAIL sens,LMP1 NFkB inh
COc1ccc(OC)c(NC(=O)C(=O)N/N=C(\C)CC(=O)Nc2ccc(Cl)cn2)c1,-3,13,1,-17,3,-2,14,4,-18,-14,-5
COc1cc2ccc(=O)oc2c(CC=C(C)C)c1OC,-2,-14,18,6,-6,-13,1,-42,7,3,-2
CC(C)Oc1cccc(C(=O)NC(=S)Nc2ccc(Cl)c(C(=O)O)c2)c1,4,13,5,-41,11,-2,-20,-6,4,6,-1
CC1=C(C(=O)OCC2CCCO2)C(c2ccccc2)C2=C(CCCC2=O)N1 (stereo not given),-8,-5,-3,-4,10,-5,-11,1,9,-4,-6
CCNC(=S)Nc1cccc(NC(=O)c2ccccc2O)c1,4,-6,-9,20,18,-7,2,4,-4,8,-2
Cc1ccccc1NC(=O)CCN1CCCCCC1,-6,7,2,9,17,1,4,-14,12,-10,0
Cc1cccc(COc2ncnc3nc[nH]c23)c1,-3,-3,2,-19,-10,-4,-24,-26,-1,3,9

# Structural class, the compounds so far with a nitro group on carbon (four)
SMILES,TWEAK-Fn14 inh,NR2F2 inh,KKLEB cytotox,LRH-1 inv ag,SRC3 inh,CF NFkB inh,TROY signal inh,SRC1 inh,Shn3 inh set2,C8 TRAIL sens,LMP1 NFkB inh
O=C(O)c1ccc(C(=O)c2cc([N+](=O)[O-])cc([N+](=O)[O-])c2)cc1,-1,-11,12,10,-23,-9,-4,0,-7,-20,-11
N#C/C(=C\c1ccc([N+](=O)[O-])cc1)c1ccccn1,-30,-10,-13,-16,-14,10,-76,-49,-2,11,-21
O=C(OCC(=O)c1c[nH]c2ccccc12)c1cccc([N+](=O)[O-])c1,-8,-25,-31,5,-21,-46,-50,-9,-32,-14,-18
CCOc1ccc(Cn2ccnc2CCl)cc1[N+](=O)[O-],3,19,7,-3,-3,2,11,-1,-3,5,7
